# Screens (PubChem)
# Artemis inh = inhibitors of human Artemis endonuclease activity | recombinant Artemis, quenched FAM hairpin cleavage fluorescence | Q96SD1 | 30,000 tested, 0.78% active | AID 686954 | inhibition, % at 10 µM;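 active = at 10 µM dose, at least 30% inhibition, measured as corrected fluorescence normalized to stimulator and neutral control wells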
# Target sequence (Q96SD1 whole entry, looked up): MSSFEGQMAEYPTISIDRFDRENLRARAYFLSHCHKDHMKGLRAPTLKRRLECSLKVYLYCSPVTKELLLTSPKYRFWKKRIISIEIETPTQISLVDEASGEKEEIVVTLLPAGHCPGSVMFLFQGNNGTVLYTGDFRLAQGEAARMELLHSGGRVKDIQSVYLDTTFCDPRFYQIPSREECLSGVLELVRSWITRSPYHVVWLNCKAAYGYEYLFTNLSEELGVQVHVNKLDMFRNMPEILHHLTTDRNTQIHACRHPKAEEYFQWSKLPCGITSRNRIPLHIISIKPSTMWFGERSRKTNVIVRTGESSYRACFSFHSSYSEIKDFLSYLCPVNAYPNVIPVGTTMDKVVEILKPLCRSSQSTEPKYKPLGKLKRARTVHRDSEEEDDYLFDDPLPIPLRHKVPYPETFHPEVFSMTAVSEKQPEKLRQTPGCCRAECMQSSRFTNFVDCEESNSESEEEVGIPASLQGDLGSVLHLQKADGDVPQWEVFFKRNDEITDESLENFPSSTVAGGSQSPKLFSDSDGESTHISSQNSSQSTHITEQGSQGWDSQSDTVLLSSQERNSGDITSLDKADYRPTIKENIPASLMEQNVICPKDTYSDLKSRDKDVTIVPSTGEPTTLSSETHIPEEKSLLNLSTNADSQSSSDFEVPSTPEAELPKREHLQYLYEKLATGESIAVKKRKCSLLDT
# * hit, by the source's call.
nr	compound	Artemis inh
1	CCc1cc[n+](-c2nc([O-])sc2C=O)cc1	4
2	COc1cc(CNCc2cccs2)cc(Br)c1OC	-2
3	Cc1cccc(NC(=S)Nc2ccc(Br)cc2)c1	-9
4	CCN(CC)c1ccc(NC(=O)c2cc(Cl)ccc2OC)cc1	6
5	CC(C)Oc1ccc(/C(O)=C2/C(=O)C(=O)N(CCN(C)C)C2c2ccco2)cc1 (centres undefined)	-11
6	NC(=O)c1ccccc1OCC(=O)NC12CC3CC(CC(C3)C1)C2	-6
7	Cc1nnc(NC(=O)COc2ccc3c(C)cc(=O)oc3c2)s1	0
8	Cc1cc(NCCCN2CCOCC2)n2nc(C)c(-c3ccc(F)cc3)c2n1	-6
9	O=C1c2ccccc2NC(c2c(Cl)cccc2Cl)N1Cc1ccccc1 (centres undefined)	12
10	COc1ccc(NC(=O)CSc2nccn2-c2ccccc2)c(OC)c1	-7
11	CCCCNC(=O)OC(C)CNC(=O)Oc1cccc(C)c1 (centres undefined)	7
12	O=C(c1nn(Cc2ccccc2)c(=O)c2ccccc12)N1CCc2ccccc2C1	3
13	Cc1ccc(SCC(=O)N2CCc3ccccc32)cc1	5
14	O=C(Cc1cn2ccsc2n1)Nc1nc2c(s1)CCCC2	-2
15	COc1ccc2[nH]c(C)c(C(=O)CN3CCOCC3)c2c1	-2
16	Cc1cc2c(c(=O)n1CCN(C)C)C(c1ccncc1)C(C#N)=C(N)O2 (centres undefined)	-8
17	CC1(C)Cc2c(sc3c2c(=O)n(Cc2ccccc2)c2nncn32)CO1	0
18	CCn1c(SCC(=O)c2cc(C)n(C)c2C)nnc1-c1ccccc1	0
19	COC(=O)c1[nH]c2ccc(F)cc2c1NC(=O)Nc1ccc(OC)cc1	9
20	Cn1c(N2C(=O)CC(Cc3ccccc3)C2=O)nc2ccccc21 (centres undefined)	-5
21	O=C(CN1C(=O)c2cccc3cccc1c23)NCc1cccnc1	-2
22	COc1ccccc1C(=O)N1CCN(C(=O)c2ccncc2)CC1	2
23	C=CCNc1nc(NC(C)(C)CO)nc(OC)n1	-6
24	CC(C)Cn1c(=O)c(C(=O)NCc2ccccn2)c(O)c2ccccc21	9
25	O=C(c1ccc(-c2ccccc2)cc1)N1CCCC1	10
26	COc1ccccc1C(=O)O/N=C1/CCCc2c1ccc(OC)c2[N+](=O)[O-]	-4
27	COCCCn1ccc(O)c(Cc2ccc(F)cc2)c1=O	5
28	Cc1ccc(NC(=O)c2cc(NC(=O)c3ccco3)ccc2N2CCOCC2)cc1Cl	2
29	Nc1nc(SCc2ccc(Cl)cc2Cl)n[nH]1	-4
30	COCCCN1C(=O)C(=O)/C(=C(/O)c2ccc3c(c2)CC(C)O3)C1c1cccnc1 (centres undefined)	-5
31	COc1ccc(CC(=O)Nc2ccc(-c3noc(COc4ccccc4C)n3)cc2)cc1	14
32	Cc1ccccc1NC(=S)C1=C(O)c2sccc2N(C)S1(=O)=O	5
33	CC(C)[C@H](NC(=O)Nc1ccc(Oc2ccccc2)cc1)C(=O)O	3
34	CCCN(CCC(=O)Nc1ccccc1F)CC1CC1	3
35	CCC1CC2(C)NC(=O)c3c(sc4c3CC(C)(C)OC4)N2C1=O (centres undefined)	3
36	CC1(C)CC(=O)C2=C(C1)OC(N)=C(C#N)C2C1C=CCCC1 (centres undefined)	-1
37	O=C(NCc1ccco1)c1cccc2c1C(=O)N(C1CCCCC1)C2	5
38	N#CCCNCC1(c2ccccc2)CCCC1	-4
39	O=C(NCc1ccncc1)Nc1ccc(Cl)cc1Cl	3
40	CC(=O)Nc1cc2c(cc1C(=O)c1ccc(C)cc1)OCCO2	-3
41	O=C(O)COc1cccc2nsnc12	-7
42	CCCCn1cnc2sc(-c3ccccc3)cc2c1=O	9
43	C=CCn1c(SCn2nnc3ccccc3c2=O)nnc1C1CCCCC1	-3
44	COCc1[nH][nH]c(=O)c1C=Nc1ccccc1	4
45	CCOC(=O)c1c(-c2ccccc2)nnn1-c1nc(OC)nc(N2CCOCC2)n1	-7
46	COc1ccc(C(=O)OCc2cc3cccc(C)c3[nH]c2=O)cc1	-10
47	O=C(NCC(c1cccs1)N1CCOCC1)c1ccc(Br)o1 (centres undefined)	-1
48	CCOC(=O)c1cnc(SC)nc1Sc1ccccc1Cl	0
49	CCc1ccccc1N1CC(C(=O)O)CC1=O (centres undefined)	0
50	Nc1ccc2oc(-c3cccc4ccccc34)nc2c1	-2
51	COc1cccc(NC(=O)C23CCC(C)(C(=O)O2)C3(C)C)c1 (centres undefined)	6
52	O=C(COc1ccccc1Cl)Nn1cnnc1	-6
53	CN(C)c1c([N+](=O)[O-])ncn1C	-3
54	CSc1sc(C(=O)O)c2c1C(=O)CCC2	1
55	O=C1CC(c2ccc(F)cc2)CC(O)=C1C1NCCc2ccccc21 (centres undefined)	13
56	COCCOCCn1c(CCCO)nc2ccccc21	-7
57	CCC(C(=O)c1ccc(O)cc1)c1ccccc1 (centres undefined)	1
58	O=C(CSc1ccc(F)cc1)N1CCC(c2nc3ccccc3s2)CC1	8
59	CC(C)Cc1nnc(NS(C)(=O)=O)s1	0
60	COCCn1ccc(O)c(Cc2ccccc2)c1=O	-3

# (more compounds)
nr	compound	Artemis inh
61	CCOC(=O)N1CCC(NC(=O)C2CCC(CNS(=O)(=O)c3ccc(OC)cc3)CC2)CC1 (centres undefined)	-7
62	CCN(CC)CCOC(=O)C1(c2ccccc2)CCOCC1	-6
63	O=C(CSCc1ccc(Cl)cc1)Nc1ccc2c(c1)OCO2	5
64	CC(C)c1ccc(/C=N/n2nnnc2Nc2ccccc2)cc1	-13
65	CCOCc1nc(C)c(Cl)c(NS(=O)(=O)c2ccc(N)cc2)n1	-9
66	C=CCn1c(SCC(=O)Nc2c(C)cccc2C)nnc1-c1ccncc1	-6
67	CCOC(=O)C(/C=C(\C#N)C(=O)OCC)=C(/N)N1CCN(c2c(C)cccc2C)CC1	-7
68	O=C(NCc1ccc(Cl)c(Cl)c1)c1ccco1	-2
69	O=C(CN1C(=O)C2C3C=CC(C3)C2C1=O)NCCC1=CCCCC1 (centres undefined)	0
70	CCc1cc2c(=O)c(-c3cscn3)coc2c(CN(C)C)c1O	22
71	O=C1c2cccc(Cl)c2C(=O)c2c1cccc2N1CCCC1	15
72	COc1cccc(N2CC(C(=O)Nc3c(C)cccc3C)CC2=O)c1 (centres undefined)	3
73	Cn1c(=O)c(NCCc2ccccc2)c2c3c(cccc31)C(=O)c1ccccc1-2	-53
74	CCN1CCCC1CNC(=O)Cn1cnc2ccc(S(=O)(=O)N3CCC(C)CC3)cc2c1=O (centres undefined)	-6
75	COc1ccc(-n2c(C)c(C(C)=O)c3cc(O)ccc32)cc1	-6
76	Cc1ccc(NC(=S)NC(NC(=O)c2ccco2)C(Cl)(Cl)Cl)cc1 (centres undefined)	-9
77	COC(=O)C1=C(N)OC2=C(C(=O)CC(C)(C)C2)C1c1ccoc1 (centres undefined)	1
78	C(=N\c1nccs1)/c1c[nH]c2ccccc12	19
79	Cc1noc(C)c1COC(=O)Cc1ccc(Cl)c(Cl)c1	3
80	O=C(N/N=C/c1ccncc1)c1ccccc1	-2
81	CC1CN(C(=O)/C=C/c2cccc([N+](=O)[O-])c2)CC(C)O1 (centres undefined)	0
82	Cc1n[nH]c(C)c1S(=O)(=O)N1CCN(c2ccccn2)CC1	10
83	COc1ccc(CC(=O)NCC2(c3ccc(OC)c(OC)c3)CCOCC2)cc1	8
84	CCOc1cccc(N2C(=O)CC(NCc3ccc(S(N)(=O)=O)cc3)C2=O)c1 (centres undefined)	-13
85	c1ccc(-c2noc(C34CC5CC(CC(C5)C3)C4)n2)cc1	-8
86	CC(=O)Nn1cnc2c(c1=O)C1(CCCCC1)Cc1ccccc1-2	1
87	Cc1c(F)cccc1NC(=O)CSCC(=O)Nc1ccccc1	-3
88	COc1ccc2[nH]c(=O)c(CN(C)C(=O)C3CCCCC3)cc2c1	-4
89	Cc1noc(C)c1COC(=O)CCCc1c[nH]c2ccccc12	1
90	O=C(c1ccccc1)N1CCN(C2CCCCC2)CC1	-6
91	COc1ccccc1N1CCN(C(=O)c2ccccc2Oc2ccccc2)CC1	6
92	Cc1occc1-c1nnc(SCC(=O)N2CCCc3ccccc32)n1Cc1ccco1	-4
93	Cc1cc(C)nc(CC(N)=O)n1	4
94	CC1(C)Cc2c(c(-c3ccccc3)[nH]c(=O)c2C#N)CO1	-10
95	CCNc1c(N)c(=O)oc2ccccc12	-10
96	c1ccc(N2CCN(c3ncccn3)CC2)cc1	-1
97	CNS(=O)(=O)c1cnccc1N1CCN(c2cccc(C(F)(F)F)c2)CC1	-2
98	Cc1cccc(C)c1N1CCN(S(=O)(=O)c2ccc(F)cc2)CC1	4
99	CCOc1cc(N2CCOCC2)c(OCC)cc1NC(=O)Cc1cn2ccsc2n1	-2
100	Cc1cc(Cl)ccc1Oc1nc(-c2ccccc2)ncc1S(C)(=O)=O	-7
101	COCc1cc(=O)n2[nH]c(C)cc2n1	-4
102	Cc1nn(CC(=O)NCCN2CCOCC2)c(=O)c2ccccc12	2
103	O=C(CSc1nnc(-c2ccccn2)n1Cc1ccccc1)NC1CCCC1	0
104	C=CCn1c(SCC(=O)NCC(=O)OCC)nnc1-c1cccc(OC)c1	-12
105	CCOC(=O)Cn1nc(/C=C/c2ccc(C)cc2)ccc1=O	7
106	O=C(C1CCN(S(=O)(=O)c2cccnc2)CC1)N1CCN(c2ccccc2Cl)CC1	-1
107	CCOC(=O)N1CCC(NC(=O)c2cnn3c2NC(c2ccco2)CC3C(F)(F)F)CC1 (centres undefined)	-2
108	CCOC(=O)N1CCN(CCC(=O)Nc2ccccc2OC)CC1	7
109	CC(C)c1c(O)nc(SCC(=O)Nc2ccc3c(c2)CCC3)[nH]c1=O	0
110	N#CC1=C(N)N(c2ccccc2)C(c2cccc([N+](=O)[O-])c2)C1(C#N)C#N (centres undefined)	-3
111	COc1cccc(CN2CCN(C(=O)c3cccs3)CC2)c1OC	-10
112	CCc1nc2nc(C)cc(Nc3cccc(C(F)(F)F)c3)n2n1	-3
113	COc1ccc(-c2cc(C(F)(F)F)n3nc(C(=O)NCc4ccco4)cc3n2)cc1OC	1
114	Cc1cc(NC(=O)COC(=O)CCC(=O)c2ccc(F)cc2)no1	4
115	CCCCCn1c(N2CCN(c3cccc(Cl)c3)CC2)nc2c1c(=O)[nH]c(=O)n2C	19
116	CCOc1cc(/C=C2/NC(=O)N(CC(=O)Nc3cccc(C)c3)C2=O)ccc1OC	-3
117	O=C(O)CC(=O)Nc1ccccc1	-4
118	COc1cc(NC(=O)NCCN2CCN(c3ccc(Cl)cc3)CC2)ccc1C	-14
119	COc1cccc(-c2nnc3sc(-c4ccccn4)nn23)c1	-6
120	COC(=O)CCC(NC(=O)c1cc(C)oc1C)C(=O)OC (centres undefined)	-1

# (more compounds)
nr	compound	Artemis inh
121	CCOC(=O)CN1C=C(c2ccc3ccccc3n2)C(C[N+](=O)[O-])c2ccccc21 (centres undefined)	-24
122	CCNC(=O)CCc1nc(-c2ccc(C(C)(C)C)cc2)no1	-1
123	C1=C(N2CCOCC2)/C(=C/c2nc3ccccc3[nH]2)CC1	8
124	Cc1cc(C)nc(NC(=O)CSc2nn(C)c(=S)s2)n1	-8
125	Cn1nccc1C(=O)Nn1cnnc1	0
126	O=C(/C=C\Nc1ccccn1)c1ccccc1	-7
127	CCN1CCN(C(=O)CCc2nc3ccccc3c(=O)[nH]2)CC1	-3
128	O=S(=O)(Nc1cccc(-c2cn3cccnc3n2)c1)c1ccc(-c2ccccc2)cc1	16
129	CC(C)NC(=O)NS(=O)(=O)c1cnccc1NC1CC2CCC1C2 (centres undefined)	3
130	O=C(O)c1ccc(CSCc2ccccc2F)o1	-5
131	O=C(NCCc1c[nH]c2ccccc12)c1cc(S(=O)(=O)N2CCCCC2)ccc1N1CCOCC1	-3
132	Cc1cc(NC(=O)COC(=O)CCCOc2ccc(Cl)cc2C)no1	0
133	Cc1ccc(-n2nnc3c(SCC(=O)NCC4CCCO4)ncnc32)cc1 (centres undefined)	4
134	CCOC(=O)C1CCCN(c2cc(C)nc3cc(-c4ccc(Cl)cc4)nn23)C1 (centres undefined)	1
135	c1coc(-c2nc3nc4ccccc4nc3n2-c2ccc3c(c2)OCCO3)c1	-2
136	Cc1ccc(NC(=O)Nc2ccc3oc(C)nc3c2)cc1	5
137	Cc1cc(C(=O)CSc2nnc(-c3ccco3)o2)c(C)n1Cc1ccco1	5
138	CC1=NN(c2ccc(F)cc2)C(=O)C1C(c1cccc(O)c1)c1c(C)[nH]n(-c2ccc(F)cc2)c1=O (centres undefined)	17
139	N#Cc1nc(COc2ccc(Cl)cc2)oc1N1CCCCCC1	14
140	CS(=O)(=O)NCc1csc(-c2ccccc2)n1	-1
141	O=C(Nc1ccc2snnc2c1)N1CCOCC1	-4
142	CC1(C)Cc2nc3sc4c(=O)n(CC(N)=O)cnc4c3cc2CO1	-1
143	Cc1ccc(C(=O)Nc2ccc(Cc3ccncc3)cc2)cc1[N+](=O)[O-]	3
144	CCOC(=O)CN1C(=O)S/C(=C/c2ccc(N3CCCCC3)o2)C1=O	-23
145	COc1ccc(CCn2c(C)cc3c(c2=O)C(c2ccncc2)C(C#N)=C(N)O3)cc1OC (centres undefined)	-2

# The list is partial; the hit share may differ from the screen's.
